# PTAP TSG101 blk – qHTS Assay for Iinhibitors of HIV-1 Budding by Blocking the Interaction of PTAP/TSG101; Fluorescence polarization, FITC-PTAP peptide / Tsg101 binding; Potency, µM (series often up to 115 µM), for inactives: top-dose activity change, negative = inhibition, hits mostly inhibitors; 340,000 tested, under 10 active; active = well fitted inhibition curve with a large enough effect in the main read-out, with a control signal flat, not every such curve was filed as active; inconclusive = small, poorly fitted or top-dose-only effect, or effect the other way, or a change in a side signal; inactive = no such curve, though single readings can be large or run the other way; also: potency is read from the fitted curve at half-maximal effect; % of control where 0% means no effect
#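 Fluorescence anisotropy tracks displacement of a FITC-tagged PTAP peptide (50 nM) from the Tsg101 binding domain (10 uM), following a 20 min room-temperature incubation at pH 7.5.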
# CXXC DNA block – qHTS Fluorescence Polarization Assay for Inhibitors of MLL CXXC domain - DNA interaction. Histone-lysine N-methyltransferase 2A (Homo sapiens), Q03164. MLL-CXXC / FITC-HOXA9 DNA fluorescence polarization. Potency, µM (doses to about 115 µM), inactives show top-dose activity change, negative = inhibition, hits mostly inhibitors. 290,000 compounds, 0.037% hits. AID 2662, 2010; active = well fitted inhibition curve with a large enough effect in the polarisation, with a control signal flat, not every such curve was filed as active; inconclusive = small, poorly fitted or top-dose-only effect, or effect the other way, or a change in a side signal; inactive = no such curve, though single readings can be large or run the other way; the % refers to the polarisation; also: potency is read from the fitted curve at half-maximal effect
#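 Fluorescence polarization: 7 uM MLL-CXXC (stock) preincubated 5 min with compounds, then 50 nM fluorescein-HOX-A9 DNA (stock) added; 30 min ambient. Buffer 50 mM Tris-HCl pH 7.5, 50 mM NaCl, 1 mM DTT, 0.05% BSA.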
# TCR act – Activators of T cell receptors: qHTS campaign. 330,000 tested, under 10 active. Potency, µM (titrated, usually from 9.22 µM), for inactives: at the top dose activation of IL-2 secretion, most hits filed as activators. primary human leukocytes, anti-CD3, IL-2 HTRF, 48 h; also: % of control where 0% means no effect
#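 TCR engagement came from a-CD3 beads alone, with compounds added to primary human leukocytes for 48 hr. Secreted IL-2 bridged europium cryptate- and d2-labelled anti-IL-2 antibodies, giving FRET emission at 665nm after 320nm excitation.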
# A-T KAP1 phos – qHTS Assay for Identifying a Potential Treatment of Ataxia-Telangiectasia | […] A-T fibroblasts, KAP-1 phosphorylation AlphaLISA; neocarzinostatin DNA damage 30 min before lysis | Potency, µM (titrated, usually from 57.5 µM), for inactives: at the top dose activation, usual class: activators | 320,000 compounds, 0.19% hits | AID 485349, 2010; also: potency is read from the fitted curve at half-maximal effect; % of control where 0% means no effect; nearly all actives have a fitted effect of over 45% in size
#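 hTERT-immortalized A-T patient fibroblasts ([…]), 500 cells/well in OPTI-MEM, 1% FBS, got compounds for 60 min, then NCS for 30 min at 37C. Lysates were then assayed for phospho-KAP-1 by AlphaLISA (anti-pKAP1 donor, anti-KAP1 acceptor beads), 6 hr at 25C.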
# S-ASM inh – Inhibitors of Secretory Acid Sphingomyelinase (S-ASM): qHTS | Sphingomyelin phosphodiesterase (Homo sapiens), P17405 | placental ASM, HMU-PC fluorogenic substrate, 60 min | Potency, µM (doses to about 57.5 µM), for inactives: top-dose activity change, negative = inhibition, hits mostly inhibitors | 340,000 compounds, 0.006% hits; also: potency is read from the fitted curve at half-maximal effect
# Target sequence (P17405 47-631 limits assumed): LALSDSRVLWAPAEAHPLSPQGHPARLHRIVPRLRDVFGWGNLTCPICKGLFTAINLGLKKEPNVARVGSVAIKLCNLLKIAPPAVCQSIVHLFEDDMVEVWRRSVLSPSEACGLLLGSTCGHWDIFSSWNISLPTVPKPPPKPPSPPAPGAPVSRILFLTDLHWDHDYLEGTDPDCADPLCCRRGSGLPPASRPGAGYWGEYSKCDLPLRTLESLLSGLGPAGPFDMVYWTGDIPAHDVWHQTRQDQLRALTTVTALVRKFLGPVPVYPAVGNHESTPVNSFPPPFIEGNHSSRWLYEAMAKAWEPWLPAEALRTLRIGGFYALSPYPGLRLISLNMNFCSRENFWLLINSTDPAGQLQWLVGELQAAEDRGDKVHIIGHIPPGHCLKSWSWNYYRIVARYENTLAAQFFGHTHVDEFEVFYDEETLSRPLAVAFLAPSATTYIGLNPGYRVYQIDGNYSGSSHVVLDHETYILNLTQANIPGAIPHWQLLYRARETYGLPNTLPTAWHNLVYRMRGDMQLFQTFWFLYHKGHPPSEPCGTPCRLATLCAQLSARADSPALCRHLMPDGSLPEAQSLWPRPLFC
#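 qHTS format. ASM enzyme prepared from human placenta hydrolyses the fluorogenic substrate HMU-PC0 (9 uM final) over 60 min at 37 °C after a 10 min compound preincubation.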
# TSHR antagonist – Antagonists of the Thyroid Stimulating Hormone Receptor: HTS campaign; TSHR-expressing cells, TSH-stimulated cAMP HTRF, 2 h; stronger effect = lower value; activity change, negative = inhibition, % at 11.5 µM; AID 504810, 2011; 330,000 compounds, 0.2% hits;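 active = activity change below a set negative limit, meaning inhibition stronger than a set level, cut at about -70% in these data; inconclusive = activity change between two set negative limits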; also: % is scaled to controls: 0 for no effect and ±100 for the full control effect
#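 Freshly harvested TSHR cells receive pin-tooled compound, then EC80 TSH at 4nM final. After 2 hours at 37 deg C, antibody in lysis buffer and cAMP-d2 are added; 30 minutes at ambient temperature precede the HTRF read.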
# a7 integrin act – qHTS for Activators of Integrin-Mediated Alleviation for Muscular Dystrophy; alpha7betagal myoblasts, beta-gal FDG fluorescence, 48 h; Potency, µM (titrated, usually from 38.3 µM), without a hit: top-dose activation, hits mostly activators; 350,000 compounds, 0.064% hits;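 also: potency is read from the fitted curve at half-maximal effect; 100% = response of the positive control SU9516; nearly all actives have a fitted effect of over 60% in size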
#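 Alpha7betagal+/- myoblasts (passage 13) were plated 16-24 hr, then exposed to compounds (1:260 dilution of DMSO stock) for 48 hours at 37C. After MPER lysis, β-galactosidase reporter activity was read as FDG fluorescence (ex 480/em 540) after 30 minutes.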
# MBNL1 CUG block – qHTS Assay for Inhibitors of MBNL1-poly(CUG) RNA binding; TR-FRET MBNL1-His/biotin-(CUG)12 binding, 665/545 ratio; Muscleblind-like protein 1 (Homo sapiens), Q9NR56; 280,000 compounds, 0.036% hits; Potency, µM (highest dose often 57.5 µM), for inactives: at the top dose activity change, negative = inhibition, hits mostly inhibitors; active = well fitted inhibition curve with a large enough effect in the signal ratio, with a control signal flat, not every such curve was filed as active; inconclusive = small, poorly fitted or top-dose-only effect, or effect the other way, or a change in a side signal; inactive = no such curve, though single readings can be large or run the other way; the % refers to the signal ratio; also: potency is read from the fitted curve at half-maximal effect; % is scaled to controls: 0 for no effect and ±100 for the full control effect
# Target sequence (Q9NR56 whole entry, looked up): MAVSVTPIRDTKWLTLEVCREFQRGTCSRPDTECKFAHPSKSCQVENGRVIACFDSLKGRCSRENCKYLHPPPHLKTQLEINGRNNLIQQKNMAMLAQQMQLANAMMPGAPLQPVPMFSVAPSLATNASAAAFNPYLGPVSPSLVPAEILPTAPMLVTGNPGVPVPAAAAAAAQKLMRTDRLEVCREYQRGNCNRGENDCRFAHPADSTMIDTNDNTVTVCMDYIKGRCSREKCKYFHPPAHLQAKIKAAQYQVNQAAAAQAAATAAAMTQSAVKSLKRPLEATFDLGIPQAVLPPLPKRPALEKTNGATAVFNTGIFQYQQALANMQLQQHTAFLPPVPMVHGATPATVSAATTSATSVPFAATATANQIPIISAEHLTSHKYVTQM
#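 Compound titration spanned 92 nM–58 uM against the MBNL1-His/biotin-(CUG)12 complex. After 60 min at room temperature with 5 nM streptavidin-XL665 and 0.055 ng/ul terbium anti-His, ratiometric 665/545 nm emission (Ex 340 nm) normalized to controls.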
# Mito fusion act – qHTS Assay for Small Molecule Inhibitors of Mitochondrial Division or Activators of Mitochondrial Fusion | Potency, µM (series often up to 46.1 µM), for the others: at the top dose growth rescue (activation), hits mostly activators | S. cerevisiae fusion-defective mutant growth rescue, CellTiterGlo 48 h | 320,000 compounds, 0.23% hits | AID 485298, 2010;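 also: potency is read from the fitted curve at half-maximal effect; % of control where 0% means no effect; nearly all actives have a fitted effect of over 45% in size; temperature-sensitive fusion mutants such as fzo1-1 at 37 °C on non-fermentable ethanol glycerol medium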
#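 Compounds are tested for their ability to restore growth of mitochondrial fusion-defective yeast strains at non-permissive 37C in YPEG medium over 48 hours. Viability is quantified by luciferase luminescence.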
# Menin MLL FP TR – qHTS Assay for Inhibitors Targeting the Menin-MLL Interaction in MLL Related Leukemias: Competition With Texas Red Labeled MLL-derived Mutant Peptide | O00255 | Menin + Texas Red MLL mutant peptide, fluorescence polarization | Potency, µM (top dose mostly 61.6 µM), for inactives: top-dose FP activity change, negative = inhibition, most hits filed as inhibitors | 270,000 compounds, 0.23% hits | AID 1768, 2009; active = well fitted inhibition curve with a large enough effect in the polarisation, with a control signal flat, not every such curve was filed as active; inconclusive = small, poorly fitted or top-dose-only effect, or effect the other way, or a change in a side signal; inactive = no such curve, though single readings can be large or run the other way; the % refers to the polarisation; also: potency is read from the fitted curve at half-maximal effect; % of control where 0% means no effect; many of its hits are not listed in these tables
# * = called active by the depositor; ? = inconclusive; · = no result given; [ ] = another dose, or the depositor's remark. Unless noted, calls follow the shape of the dose curve; as a rule, active = well fitted curve in the direction sought with a large enough effect; inconclusive = small, poorly fitted or top-dose-only effect, or another doubt; inactive = no such curve, though single readings can be large; an effect the other way counts as inactive or inconclusive. An excerpt; the hit share may differ from the screen's.
SMILES,PTAP TSG101 blk,CXXC DNA block,TCR act,A-T KAP1 phos,S-ASM inh,TSHR antagonist,a7 integrin act,MBNL1 CUG block,Mito fusion act,Menin MLL FP TR
Cc1cc(N2CCN(S(=O)(=O)c3ccccc3)CC2)nc2c(C)cccc12,-2%,?,-2%,18%,-4%,-9,?,11%,2%,3%
COc1ccc(-n2sc3c(c2=S)-c2cc(OC)ccc2NC3(C)C)cc1,1%,8%,0%,-7%,?,7,-39%,10%,?,?
Cc1cccnc1NC(=O)c1cccc(NC(=O)CC2SC(N3CCCCC3)=NC2=O)c1 (stereo not drawn),3%,·,-7%,-6%,6%,25,17%,·,0%,·
CN(CC(=O)Nc1c(Cl)cccc1Cl)C(=O)C1=COCCO1,0%,·,-1%,3%,4%,16,22%,·,1%,·
COc1ccc(C2c3ccsc3CCN2C(=O)NC(C)(C)C)cc1 (stereo not drawn),-1%,-2%,2%,-1%,1%,-2,41%,-7%,4%,·
COc1ccc(O)c(-c2cc(-c3ccccc3[N+](=O)[O-])[nH]n2)c1,-2%,?,6%[46.1 µM],0%,-3%,-5,28%,·,0%,5%
CC(=O)c1ccc2c(c1)OCCOCCOCCOCCOCCO2,-2%,-1%,5%,-12%,4%,5,8%,-5%,1%,·
CCOc1ccc(S(=O)(=O)N2CCC(C(=O)NC3CC3)CC2)cc1Cl,-6%,17%,-1%,6%,3%,2,-17%,-4%,0%,-1%
CN(C)/C=C(\C#N)C(=O)Nc1ccc(F)cc1,-9%,0%,1%,-1%,8%,9,17%,1%,-1%,11%
COc1ccc(OC)c(S(=O)(=O)NCCCc2ccccc2)c1,1%,4%,0%,-2%,2%,12,4%,1%,-2%,-9%
CCN(CC)C(=O)C[n+]1cccc(C(N)=O)c1,1%,3%,-7%[46.1 µM],2%,1%,0,13%,-5%,-4%,10%
CS(=O)(=O)N1CCN(c2nc3ccc(Cl)cc3s2)CC1,-5%,-9%,5%,9%,8%,-5,0%,-6%,0%,·
CCOc1nc(C#N)nc(N2CCCCC2)n1,1%,-13%,0%,14%,5%,-8,-13%,-3%,17%,5%
Cc1csc(=O)n1CC(=O)OCC(=O)Nc1ccc(Cl)cc1F,-4%,·,0%,1%,2%,-5,-7%,·,-4%,·
CCOC(=O)c1ccccc1NC(=O)CSc1nnc(C)c(=O)[nH]1,-3%,3%,1%,-4%,4%,-3,11%,2%,2%,-27%
CC(C)NC(=O)CSc1nc2[nH]ncc2c(=O)[nH]1,-1%,-9%,-1%,1%,5%,-6,?,-8%,-2%,0%
O=C(CCN1C(=O)C2C3C=CC(C3)C2C1=O)Nc1ccccc1F (stereo not drawn),1%,12%,2%,2%,4%,-6,11%,-4%,-2%,-5%
CCCCc1ccc(Nc2nc(CCC)cc(=O)[nH]2)cc1,-3%,-2%,-3%,?,-21%,-4,-27%,5%,-21%,29%
CC(Sc1nnnn1C)C(=O)Nc1ccc2c(c1)OCCO2 (stereo not drawn),2%,-4%,-4%,2%,3%,8,-64%[inhibitor],-12%,0%,2%
O=C(NCCN1CCc2ccccc2C1)C1CCN(S(=O)(=O)N2CCCCC2)CC1,-8%,-5%,·,2%,4%,-8,3%,-4%,4%,2%
O=c1cc(O)c2sc3nc(C(F)(F)F)c4c(c3c2[nH]1)CCCCC4,-2%,-2%,-1%,-2%,21%,6,12%,66%[activator],-5%,14%
CC[C@]12c3[nH]c4cc(-c5ccco5)ccc4c3CCN1C(=O)[C@@H](CC(=O)NCCCN(C)C)C[C@@H]2C(=O)N1CCN(C(=O)c2ccco2)CC1,-2%,·,3%[46.1 µM],4%[11.5 µM],13%,-1,-15%,·,·,·
Cc1cccc(C(=O)N(Cc2cccs2)C2CCS(=O)(=O)C2)c1 (stereo not drawn),-3%,8%,1%,-2%,0%,-4,8%,-3%,10%,-9%
Cc1c(CCC(=O)NCC(=O)O)c(=O)oc2cc3occ(-c4ccccc4)c3cc12,-2%,-5%,-2%,-2%,48%[activator],-4,19%,1%,1%,22%
Cc1cccc(N2C(=O)N3[C@H]4c5ccccc5OC[C@@H]4[C@@H](c4ccccc4)[C@@]3(C)C2=O)c1,-1%,·,-2%,2%,-6%,-15,0%,·,·,·
# Remaining list, next part.
SMILES,PTAP TSG101 blk,CXXC DNA block,TCR act,A-T KAP1 phos,S-ASM inh,TSHR antagonist,a7 integrin act,MBNL1 CUG block,Mito fusion act,Menin MLL FP TR
COc1cc(C(=O)OCC(=O)Nc2cc(-c3cc(C)c(C)cc3C)nn2-c2ccccc2)cc(OC)c1OC,-3%,?,-3%[46.1 µM],1%,1%,-5,0%,2%,-2%,13%
O=C(NCc1ccccc1)C1CCCC1,·,-1%,·,-15%,·,-7,·,-6%,0%,1%
Cn1ccsc1=NC(=O)c1ccccc1F,-2%,-2%,-3%,-1%,1%,-1,17%,2%,1%,16%
Cc1ccc(S(=O)(=O)NNC(=O)CCCCC(=O)NNS(=O)(=O)c2ccc(C)cc2)cc1,-5%,?,-5%,3%,-2%,-1,26%,-3%,-5%,-3%
O=C1C=CC(=O)N1Cc1ccccc1,0%,5%,-4%,-10%,-9%,8,·,4%,-4%,10%
Cc1cc(C)n(-c2ccc(C(=O)OCC(=O)Nc3cc(S(C)(=O)=O)ccc3Cl)cc2)n1,0%,·,-2%,-1%,0%,3,44%,·,8%,·
CN(C(=S)Nc1ccc(F)cc1)C(c1ccccc1)c1ccccc1,-5%,-2%,2%,7%,-5%,-9,-22%,-1%,-34%[inhibitor],99%[activator]
CCCCN1C[C@H](C)[C@@H](CC(=O)NCc2ccccc2)C1=O,-3%,7%,1%,-9%,5%,-7,8%,-4%,0%,0%
CCn1nnnc1SCC(=O)Nc1ccc2c(c1)OCO2,-2%,0%,7%[46.1 µM],1%,5%,5,-18%,-4%,-4%,-6%
CCc1cc(C(=O)N2CCCC(C(=O)c3ccc(Oc4ccccc4)cc3)C2)n(C)n1 (stereo not drawn),-3%,4%,-3%,8%,-2%,-14,-39%,-8%,5%,?
CCOC(=O)CC(=O)CSc1ncnc2c1oc1ccccc12,-18%,4%,2%,0%,5%,230,27%,?,0%,20%
CCOc1ccc2oc(C(=O)NCC(c3ccco3)N(C)C)c(C)c2c1 (stereo not drawn),-1%,·,2%,-2%,-1%,7,6%,·,0%,·
O=C(c1cccc([N+](=O)[O-])c1)N1CCCC(C(=O)N2CCCCCC2)C1 (stereo not drawn),0%,6%,6%,-11%,-1%,-2,-1%,16%,-2%,·
CCCNC(=S)N1CCN(c2nc(-c3ccc(C)cc3)cs2)CC1,4%,18%,·,-3%,-8%,-30,-9%,2%,-1%,?
CCn1c(=O)c2ccccc2n2c(SCC(=O)NCc3cccs3)nnc12,-17%,-5%,·,-1%,3%,-5,-16%[7.66 µM],4%,2%,48%[activator]
O=C(Nc1ccc(/C=C/c2nc3ccccc3o2)cc1)c1c(F)cccc1F,4%,65%[activator],-4%,-6%,300%,-22,-38%,8%,-2%,?
CCc1cccc(NC(=O)CCNS(=O)(=O)c2ccc3[nH]c(=O)oc3c2)c1,3%,12%,5%,-5%,3%,-3,-13%,-8%,1%,-6%
COc1cccc(-c2nnc3sc(-c4ccco4)nn23)c1,-3%,3%,-3%,-1%,0%,20,-24%,32%[activator],3%,1%
CCC1=C(OC(=O)N(CC)CC)N2C(=O)OC(=NCC(=O)OC)[C@]2(Cc2ccccc2)[C@H]2C1=CC[C@H]1C(=O)N(c3ccccc3)C(=O)[C@H]12,-4%,0%,1%,45%,-1%,-3,-3%,-4%,28%,16%
Cn1nnnc1SCC(=O)Nc1ccccc1-c1ccccc1,-5%,-1%,-6%,-6%,1%,18,12%,-6%,7%,-4%
CN(Cc1ccccc1)c1ccc(C(CC(N)=O)NC(=O)c2ccccc2)cc1[N+](=O)[O-] (stereo not drawn),-6%,1%,-1%,-5%,-7%,8,-1%,?,1%,36%[activator]

# Compound activity: PubChem, National Center for Advancing Translational Sciences (NCATS)
